TPT1 inhibitor = C. albicans TPT1 enzyme inhibition. inhibition, % at 5 µM. recombinant caTPT1, FP RNA substrate dephosphorylation. hit rate 0.81% among 300,000;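 active means inhibition above the mean of all tested compounds plus 3 SD, set per screening campaign, cut at about 24% in these data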;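 further: plate controls were DMSO alone for no effect and ferristatin control at 100 nM for full effect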
PP5 inh = PP5 (human) phosphatase inhibition; purified PP5c, OMFP substrate fluorescence; inhibition, % at 6.7 µM; hit rate 0.18% among 320,000; AID 1987;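 active means inhibition above the campaign's mean inhibition across all tested compounds plus 3 SD, cut at about 9.5% in these data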;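 further: 0% = DMSO only and 100% = 100 µM cantharidin control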
Fh CTSL1 inh = blocks F. hepatica cathepsin L1 in PFM18AAP counter-screen | recombinant F. hepatica cathepsin L1, Z-Leu-Arg-MCA fluorescence | inhibition, % at 5.96 µM | hit rate 0.49% among 300,000;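 active means inhibition above the mean of all tested compounds plus 3 SD, set per screening campaign, cut at about 17% in these data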;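 further: 0% = plate median of test compound wells and 100% = 1 µM Z-Phe-Ala-diazomethylketone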
procasp3 activ = activates human procaspase-3; P42574; recombinant procaspase-3 D3A, Ac-DEVD-pNA absorbance 405 nm; activation, % at 8.5 µM; hit rate 0.11% among 330,000;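 active means activation above the mean of all tested compounds plus 3 SD, cut at about 21% in these data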;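 further: 0% = DMSO alone and 100% = DMSO wells spiked with extra 5 µM PC-3 D3A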
Target sequence (P42574 whole entry D9A/D28A/D175A): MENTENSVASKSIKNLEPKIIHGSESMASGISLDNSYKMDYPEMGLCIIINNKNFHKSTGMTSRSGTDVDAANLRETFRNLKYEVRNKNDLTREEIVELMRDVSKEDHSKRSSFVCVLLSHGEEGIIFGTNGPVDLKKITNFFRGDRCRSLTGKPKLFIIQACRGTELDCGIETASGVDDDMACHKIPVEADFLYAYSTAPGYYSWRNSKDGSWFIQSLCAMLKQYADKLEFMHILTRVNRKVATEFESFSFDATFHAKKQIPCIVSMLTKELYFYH
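material = Procaspase-3 D3A mutant | probe or stimulus = Ac-DEVD-pNA | compound = single dose, 8.5 µM nominal compound, 0.8% DMSO | timing = 1 h preincubation, 2 h reaction | measured by = 405 nm absorbance of p-nitroaniline, reads at 0 and 120 min | benchmarks = DMSO-only low control, 5 µM PC-3 D3A high control | repeats = singlicate, each compound tested once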
proCasp7 act = activates human procaspase-7, counter-screen for procaspase-3 activators; recombinant procaspase-7, Ac-DEVD-pNA absorbance 405 nm; D23A/D198A/D206A triple mutant, cannot self-cleave; scale: DMSO 0, 5 µM enzyme 100; activation, % at 8.5 µM; hit rate 0.093% among 330,000;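 active means percent activation above the screen-wide mean plus 3 SD, cut at about 25% in these data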
Target sequence (P55210 whole entry D23A/D198A/D206A): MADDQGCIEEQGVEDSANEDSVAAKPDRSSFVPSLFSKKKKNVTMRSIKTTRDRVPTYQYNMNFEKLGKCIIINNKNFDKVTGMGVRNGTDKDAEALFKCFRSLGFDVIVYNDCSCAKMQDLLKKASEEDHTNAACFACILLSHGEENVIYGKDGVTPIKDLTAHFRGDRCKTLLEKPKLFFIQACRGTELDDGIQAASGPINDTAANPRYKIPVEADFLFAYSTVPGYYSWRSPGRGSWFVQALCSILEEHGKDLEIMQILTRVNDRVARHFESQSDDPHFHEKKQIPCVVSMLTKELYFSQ
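System: Procaspase-7 triple mutant (PC-7 D3A); measure: % activation from two-timepoint absorbance difference, scaled to controls; times: 1 h compound preincubation, 2 h substrate cleavage, 25 °C; also added: Ac-DEVD-pNA substrate, 400 µM as added; measured by: Epi-absorbance of released pNA at 405 nm, two timepoints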
PP1 counter = PP1-alpha (human) inhibition in PP5 counter-screen. purified PP1alpha, OMFP fluorescence. inhibition, % at 6.7 µM. hit rate 0.9% among 320,000. AID 2235;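 active means inhibition above the mean inhibition of all tested compounds plus 3 SD, computed separately for each screening campaign, cut at about 15% in these data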
Target sequence (P62136 whole entry, looked up): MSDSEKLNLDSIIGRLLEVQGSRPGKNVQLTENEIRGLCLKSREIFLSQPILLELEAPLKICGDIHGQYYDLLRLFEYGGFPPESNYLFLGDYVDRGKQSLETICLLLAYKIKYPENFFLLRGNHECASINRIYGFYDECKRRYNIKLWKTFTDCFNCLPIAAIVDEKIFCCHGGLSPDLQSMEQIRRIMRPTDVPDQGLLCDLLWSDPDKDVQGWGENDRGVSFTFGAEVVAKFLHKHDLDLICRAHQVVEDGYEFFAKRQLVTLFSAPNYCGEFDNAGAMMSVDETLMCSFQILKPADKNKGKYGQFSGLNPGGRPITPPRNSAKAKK
Efflux pump inh = inhibitors of Candida antifungal efflux pumps expressed in yeast | S. cerevisiae Candida pump triplex, Nile Red efflux | inhibition, % at 10 µM | hit rate 0.44% among 330,000;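 active means plate passing quality check with inhibition over a set limit, or well fluorescence over plate mean plus 4 SD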;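 further: Nile Red retained in pooled yeast measured as flow cytometry median fluorescence; 0% = buffer negative control and 100% = Enniatin B positive control; higher means more Nile Red kept so more efflux inhibition; some compounds called inactive have numbers as strong as hits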
GASC-1 inh = blocks human GASC-1 demethylase activity; GST-JMJD2C(1-420) H3K9me3 demethylation, DELFIA europium; inhibition, % at 2.35 µM; hit rate 0.069% among 330,000; AID 2099;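 active means more than half of a compound's replicate wells show inhibition beyond 50%, single wells judged on their own value; inconclusive means some, but no more than half, of replicates pass 50% inhibition; inactive means no replicate passes 50% inhibition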;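 further: signal counts dimethyl H3K9 product captured on neutravidin plate; 0% = median of DMSO wells and 100% = 0.3 times that DMSO median; strong numbers were not always called active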
core dimer inh = HCV core protein dimerization inhibition. AID 1899. TR-FRET GST/Flag-core106 dimerization, 1536-well. hit rate 0.33% among 300,000. inhibition, % at 5 µM;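 active means inhibition above the mean of all tested compounds plus 3 SD, set per screening campaign, cut at about 45% in these data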
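System: GST-tagged and Flag-tagged HCV core protein residues 1-106 / Input: core106 proteins, GST 13.5 nM and Flag 17 nM / Buffer or medium: KF-containing HEPES buffer, pH 7.45, DTT, CHAPS, BSA / Probe or stimulus: Eu-anti-GST and XL665-anti-Flag labelled anti-tag antibodies / Schedule: 4 h, 22.5 °C incubation / Technique: TR-FRET 671 and 617 nm emission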
Active calls of the source: *; ? = inconclusive; . = not tested or not shown; & = joins results of further samples.

SMILES	TPT1 inhibitor	PP5 inh	Fh CTSL1 inh	procasp3 activ	proCasp7 act	PP1 counter	Efflux pump inh	GASC-1 inh	core dimer inh
CCOC(=O)CSc1ccc2nnc(-c3ccncc3)n2n1	-5	-1.2	1	-2	-3	0	-0.2	-4	0
CCOc1ccc(C(=O)N/N=C/c2cccc3cccnc23)cc1	2	4.1	1	-1	-6	3	-0.1	8	-9
COc1ccc(O[C@H]2C=C[C@@H](c3ccccc3)O[C@@H]2COC(=O)CC/C(C)=N/O[C@H](C)c2cn([C@@H]3COC[C@H]3O)nn2)cc1	-3	0.9	3	3	8	2	0.1	-16	3
COc1ccccc1-n1cc(-c2ccc(Cl)cc2)[nH]c1=O	1	2.5	-4	-1	4	8	0.1	2	-3
N#C/C(=C(/O)COC(=O)COc1cccc(Br)c1)c1nc2ccccc2[nH]1	18	0.0	-2	0	2	2	0.0	3	6
CC(OC(=O)Cn1cc(C(F)(F)F)ccc1=O)C(=O)N(C)c1ccccc1 (stereo unspecified)	.	.	.	10	0	.	-0.1	-10	.
COC(=O)c1cc(NS(=O)(=O)c2ccc(NCc3cccnc3)c(N)c2)cc(C(=O)OC)c1	-2	1.8	2	-7	-10	0	-0.1	-7	-5
COC(=O)c1cc(CNC(=O)c2ccc(N3CCCC3)c([N+](=O)[O-])c2)ccc1OC	1	0.3	3	-5	0	-3	0.1	?	-3
Fc1ccc(CN(Cc2ccccc2)C(c2cccs2)c2nnnn2C2CCCCC2)cc1 (stereo unspecified)	0	4.0	5	1	-6	2	0.1	-7	-1
Cc1ccc(C)c(NC(=O)C2CC=CCC2C(=O)O)c1 (stereo unspecified)	2	1.7	-4	-5	4	0	0.1	14	-2
CCOC(=O)c1cnc(SCC(=O)Nc2sc(C)c(C)c2C#N)nc1N	0	-2.1	0	-1	-3	1	-0.1	-5	27
COc1ccccc1N(C(C)=O)c1nc(C)cc(C)c1C#N	-6	1.2	0	-3	-6	-4	0.0	3	1
Cc1oc2c(c1C(=O)N1CCOCC1)C(=O)c1ccccc1C2=O	-3	-2.1	18*	-2	3	-3	-0.2	1	-5
COC(=O)Nc1[nH]ncc1[N+](=O)[O-]	0	-2.6	-6	3	1	-4	-0.1	-2	-4
O=C1/C(=C/c2cccs2)SC(=S)N1CC(=O)N1CCCCC1CCO (stereo unspecified)	-1	-1.2	3	-16	-11	4	0.0	-2	15

Sorted by the number under core dimer inh (low to high): 3 from the list above
compound	core dimer inh
COC(=O)c1cc(NS(=O)(=O)c2ccc(NCc3cccnc3)c(N)c2)cc(C(=O)OC)c1	-5
Fc1ccc(CN(Cc2ccccc2)C(c2cccs2)c2nnnn2C2CCCCC2)cc1 (stereo unspecified)	-1
O=C1/C(=C/c2cccs2)SC(=S)N1CC(=O)N1CCCCC1CCO (stereo unspecified)	15

Further records follow:
SMILES	TPT1 inhibitor	PP5 inh	Fh CTSL1 inh	procasp3 activ	proCasp7 act	PP1 counter	Efflux pump inh	GASC-1 inh	core dimer inh
Cc1ccc2c(CN3CCC(C)CC3)cc(=O)oc2c1	2	2.9	3	8	-7	-1	-0.1	-5	2
O=C(NC1CCN(Cc2ccccc2)CC1)c1ccccc1OCc1ccccc1	-5	-0.6	0	-2	10	1	0.0	-24	5
CC(=O)N1CCN(C(=O)COC(=O)c2ccc(S(C)(=O)=O)cc2)CC1	.	.	.	-1	8	.	0.0	10	.
O=C(Nc1cc(Cl)cc(Cl)c1)c1ccc(Cn2c(=O)[nH]c3ccsc3c2=O)cc1	-1	0.2	-5	10	0	8	0.0	-3	18
COc1cc(C(=O)NC(C)C2CC3CCC2C3)ccc1OC(F)F (stereo unspecified)	.	1.2	.	-4	0	-6	0.1	3	.
CSc1ccc(S(=O)(=O)NCC(=O)OCC(=O)N2CCC(C)CC2)cc1[N+](=O)[O-]	.	1.6	.	2	8	-3	-0.2	3	.
O=C(N/N=C/c1ccc(Cl)cc1)c1cc(-c2cccnc2)nc2ccccc12	-4	2.0	1	-10	-7	17*	0.2	-4	6
Cc1cc(C(=O)Nc2ccccc2[N+](=O)[O-])cs1	-2	0.1	-1	-12	5	0	0.0	-7	-6
O=C(CSc1nnc(CCCN2C(=O)c3cccc4cccc(c34)C2=O)n1-c1ccccc1)N1CCCCC1	-2	4.0	2	1	-2	-3	0.1	7	14
CC(C)(C)c1ccccc1NC(=O)Cn1cnc2cc([N+](=O)[O-])ccc2c1=O	-2	-0.9	3	-10	3	4	-0.1	23	1
O=C(N/C(=C/c1ccc(Br)cc1)c1nc2ccccc2[nH]1)c1ccco1	-3	1.1	-1	0	13	2	-0.1	3	-4
COCCSc1ccccc1C(=O)N1CCc2ccccc2C1	-2	0.7	-5	-2	8	1	0.0	.	0
COc1ccc(NC(=O)CSc2nc3c(c(=O)n2-c2ccc(F)cc2)SCC3)cc1	-1	-0.4	2	7	1	-5	-0.3	-9&7	9
CN(C(=O)C1CCOC1)c1nnc(C2CCOC2)s1 (stereo unspecified)	-2	-2.8	-1	-4	3	2	-0.1	.	0
Cc1ccccc1-n1c(SCC(=O)N/N=C/c2c(C)nn(-c3ccccc3)c2C)nc2ccccc2c1=O	-7	3.2	10	-2	2	18*	-10	8	22
CC(Oc1ccccc1F)c1nnc(SCC(=O)Nc2ccc(N3CCOCC3)cc2)o1 (stereo unspecified)	.	-0.3	.	9	9	-4	0.0	4	.
CC(C)[C@H](NC(=O)N1CC(=O)Nc2ccccc21)C(=O)N1CCC[C@@H]1C(=O)O	1	1.0	-1	10	-1	2	-0.1	10	-2
CNC(=O)c1oc(-c2ccccc2)nc1C	1	-0.1	-3	3	7	-1	-0.1	3	0
COc1cccc2[nH]c3c(N4CCC(C)CC4)ncnc3c12	7	4.1	2	2	0	1	0.7	-13	-3
CCCOC(=O)Oc1ccc2c(=O)c(Oc3cc(C)cc(C)c3)coc2c1	1	-0.5	6	-4	-11	1	-0.2	-1	7
COc1ccccc1NC(=O)/C=C/c1ccc(OC)c(S(=O)(=O)N2CCOCC2)c1	4	2.0	-3	-5	-1	-3	0.1	7	1
CCCN1CNc2c(c(=O)[nH]c(=S)n2CCc2ccc(OC)c(OC)c2)C1	-1	1.4	6	-12	-6	2	-0.2	4	3
O=C1/C(=C/c2ccccc2Cl)SC(=S)N1CCC(=O)N1CCCCC1CCO (stereo unspecified)	5	0.4	1	-10	-14	3	-0.3	1	5
Cc1ccc(C(=O)CCC(=O)N2CCC(C(N)=O)CC2)cc1	0	1.4	0	-5	2	0	0.1	-3	11
Cc1cc(NC(=O)CCC(=O)N(Cc2ccccc2)C(C(=O)NC2CCCC2)c2ccco2)no1 (stereo unspecified)	1	3.3	1	3	4	0	0.0	4	0
CN1/C(=C\C=C2\N=C(c3ccc(F)cc3)OC2=O)C(C)(C)c2ccccc21	110*	0.8	-3	-1	3	1	0.0	3	4
C[C@H](CO)N1C[C@H](C)[C@@H](CN(C)C(=O)Nc2ccc3c(c2)OCO3)Oc2ccc(NC(=O)CCN3CCOCC3)cc2C1=O	.	.	.	0	-11	.	-0.3	-36	.
CCc1cccc(C)c1NC(=O)Cn1c(NCCO)nc2ccccc21	0	2.7	-3	9	3	-1	-0.1	-3	-6
c1cnc(N2CCN(Cc3ccc4c(c3)OCO4)CC2)nc1	0	1.3	-1	-2&5	20&10	-3	0.1&0.0	5	-7
CNc1cc([N+](=O)[O-])ccc1N/C=C/C(=O)c1ccc2c(c1)OCO2	4	-1.1	-1	-8	-5	-1	0.0	7	4
CC(C)C(NS(=O)(=O)/C=C/c1ccccc1)C(=O)NCc1ccc(F)cc1 (stereo unspecified)	-1	-0.5	3	5	-3	-4	-0.1	5	10
COc1ccc(NC(=O)c2cc([N+](=O)[O-])ccc2N2CCCC2)cc1	-2	-0.4	4	-4	-17	0	0.0	0	-3
O=C(NC(Cc1c[nH]c2ccccc12)C(=O)N1CCOCC1)c1cccs1 (stereo unspecified)	-1	2.5	-7	4	10	-1	-0.2	13	0
CCOc1ccc(C2Nc3ccccc3NC3=C2C(=O)CC(C)(C)C3)cc1OC (stereo unspecified)	-1	0.5	-1	3	2	1	0.0	-2	-11
COc1cc(C=Nc2c(C)cc(C)cc2C)ccc1OC(C)=O	-1	-1.0	-3	0	-2	-1	-0.1	0	0
CC(=O)Cn1c(=O)c2c(nc3n2CCCN3Cc2ccccc2)n(C)c1=O	2	-3.1	3	5	7	-2	0.0	8	-3
COc1ccc(C(=O)Nc2ccc(Nc3ccccc3)cc2)cc1Br	1	3.5	2	-6	-5	-2	0.2	3	-4
COCCNc1nc2c(c(=O)n(Cc3ccccc3F)c(=O)n2C)n1C	-3	0.5	4	-3	2	2	-0.1	0	-8
COC(=O)CCN(C(=O)c1cc(OC)c(OC)c(OC)c1)c1ccccn1	2	0.5	2	3	12	1	-0.2	-9	-2
CNC(=S)N/N=C/c1ccc(-c2cc([N+](=O)[O-])ccc2Cl)o1	-6	-1.5	3	5	-1	4	-0.1	-4	13
O=[N+]([O-])c1ccccc1/C=C/C=N/N1CCCCC1	-2	-2.1	7	11	1	-2	0.1	15	0
COc1ccc(NC(=O)CC2Oc3ccccc3NC2=O)c(OC)c1 (stereo unspecified)	-1	1.4	-8	3	-3	-1	-0.1	5	-1
Cc1ccc(NC(=O)COc2coc(CN3CCc4ccccc4C3)cc2=O)cc1Cl	1	-1.2	-3	5	1	-5	0.0	17	3
Fc1ccc(Nc2nc(NCc3ccco3)c3ccccc3n2)cc1	-3	3.2	0	10	-1	20*	0.0	52	-5
CC(C)c1ccccc1OCCNS(C)(=O)=O	-3	1.5	-3	10	6	-1	0.0	0	1
Cn1c(=O)c2ncn(CC(=O)NC3CCCCCC3)c2n(C)c1=O	-2	3.4	11	0	-1	-5	0.0	-17	-10
O=c1[nH]c(=S)[nH]nc1Cc1ccc(Cl)c(Cl)c1	0	-2.2	5	2	-1	2	0.0	2	-14
Cc1c(Cl)cccc1N=c1c([N+](=O)[O-])nn(-c2ccccc2)n1O	1	1.2	1	-9	-1	5	0.4	2	2
O=C(NCC1CCCN1S(=O)(=O)c1cccs1)C(=O)Nc1cccc(F)c1 (stereo unspecified)	5	2.0	-2	13	3	-5	0.0	-9	4
COc1ccc(CCNC(=O)CCc2ccc(S(=O)(=O)NC(C)C)cc2)cc1	-2	2.4	4	2	-4	-1	0.0	2	-5
Cc1cc2ccccn2c1C(=O)c1cc([N+](=O)[O-])cc([N+](=O)[O-])c1	-1	1.6	4	7	-2	1	0.2	-6	8

Screening data from PubChem BioAssay.
